Sm TGR block: S. mansoni TGR enzyme inhibition. AID 485364. hit rate 3% among 360,000. Potency, µM (doses to about 114 µM), without a hit: at the top dose activity change, negative = inhibition, most hits filed as inhibitors. purified TGR, DTNB reduction, TNB absorbance 405 nm. Q962Y6; also: nearly all actives have a fitted effect of over 60% in size
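Kinetic colorimetric format: TGR-catalysed, NADPH-driven DTNB reduction monitored via TNB absorbance. Enzyme dispensed at 20 nM; compound exposure 15 min at room temperature before reaction start.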
HCV inhibitor: blocks hepatitis C virus; Huh7.5.1 HCVcc-Cre infection, luciferase reporter, 44 h; hit rate 3.4% among 340,000; Potency, µM (series often up to 41.8 µM), inactives show at the top dose activity change, negative = inhibition, most hits filed as inhibitors; AID 651820
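Seed cells (1,000/well) for 4 h; treat with compound and infect with HCVcc-Cre, moi about 0.5. Incubate 44 h, then detect luciferase activity.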
Pf growth 96h: P. falciparum growth inhibition at 96 hours; AID 504834; P. falciparum luciferase reporter growth, 96 h; Potency, µM (doses to about 28.7 µM), for the others: at the top dose activity change, negative = inhibition, hits mostly inhibitors; hit rate 6.9% among 320,000
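P. falciparum expressing integrated firefly luciferase grown in erythrocytes (2% hematocrit, 0.05% parasitemia final) with compounds for 96 hours at 37 C, 5% CO2. Growth inhibition read as loss of luminescence after adding luciferase detection reagent.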
Pf growth 48h: P. falciparum growth inhibition at 48 hours (one generation). Potency, µM (top dose mostly 28.7 µM), for the others: at the top dose activity change, negative = inhibition, most hits filed as inhibitors. hit rate 5.9% among 310,000. P. falciparum luciferase growth in erythrocytes, 48 h
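Here the parasites carry a stable luciferase gene and grow inside erythrocytes in Albumax-based RPMI medium with compound for one erythrocytic cycle. Activity is scored as loss of luminescent signal.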
TbPYK inhibitor: inhibitors of Trypanosoma brucei pyruvate kinase | hit rate 0.12% among 410,000 | AID 624173 | Potency, µM (highest dose often 76.8 µM), inactives show top-dose activity, negative = inhibition, actives largely listed as inhibitors | Q57TT1 | TbPYK enzyme, Kinase-Glo Plus ATP luminescence, 45 min; also: nearly all actives have a fitted effect of over 50% in size
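TbPYK + substrate in 50 mM TEA pH 7.2, 100 mM KCl, 10 mM MgCl2, 0.05% BSA, 0.01% Tween-20; cpd pinned; ADP 130 uM final; 45 min RT; Kinase-Glo Plus 10 min; luminescence endpoint.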
LmPK inh: LmPK (Leishmania mexicana) enzyme inhibition | Q27686 | purified LmPK, Kinase-Glo ATP luminescence, 1 h | Potency, µM (series often up to 57.5 µM), inactives show at the highest dose activity change, negative = inhibition, actives largely listed as inhibitors | hit rate 0.37% among 290,000 | AID 1721
Target sequence (Q27686 whole entry, looked up): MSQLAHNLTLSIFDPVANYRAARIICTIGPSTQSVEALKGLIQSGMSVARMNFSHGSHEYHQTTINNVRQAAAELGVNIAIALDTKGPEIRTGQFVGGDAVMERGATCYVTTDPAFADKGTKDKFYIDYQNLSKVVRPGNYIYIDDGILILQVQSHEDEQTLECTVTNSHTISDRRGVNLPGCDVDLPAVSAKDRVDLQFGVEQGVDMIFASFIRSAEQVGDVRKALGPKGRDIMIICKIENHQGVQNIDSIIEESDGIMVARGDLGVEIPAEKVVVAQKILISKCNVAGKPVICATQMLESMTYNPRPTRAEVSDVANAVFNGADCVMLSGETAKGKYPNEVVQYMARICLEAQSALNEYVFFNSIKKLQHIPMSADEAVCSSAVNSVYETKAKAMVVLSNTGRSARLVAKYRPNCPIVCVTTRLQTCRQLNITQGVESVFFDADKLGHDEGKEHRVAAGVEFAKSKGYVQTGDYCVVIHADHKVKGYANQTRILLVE
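Kinase-Glo luminescence read after 1 h RT reaction of 0.1 nM LmPK with 0.5 mM PEP and 0.1 mM ADP. Activity scaled between uninhibited and enzyme-free controls.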
* hit, by the source's call; u = inconclusive; x = no result given; & = joins results of further samples; [ ] = another dose, or the depositor's remark. Calls follow the shape of the dose curve; as a rule, active = well fitted curve in the direction sought with a large enough effect; inconclusive = small, poorly fitted or top-dose-only effect, or another doubt; inactive = no such curve, though single readings can be large; an effect the other way counts as inactive or inconclusive. % is scaled to controls: 0 for no effect and ±100 for the full control effect; potency is read from the fitted curve at half-maximal effect. Compounds as they come (roughly 16% active in at least one column).

#	Structure	Sm TGR block	HCV inhibitor	Pf growth 96h
1	COC(=O)c1ccccc1NC(=O)c1c(O)c2cccc3c2n(c1=O)CCC3	6%	x	x
2	COc1ccc(Cl)cc1NC(=O)CN1CCC(n2nnc3cc(F)ccc32)CC1	3%	u	u
3	CC(C)(C)c1ccc2c(S(=O)(=O)O)c(C(C)(C)C)ccc2c1	x	x	u
4	NC(=O)c1cc(-c2ccccc2)nc2ccc(Br)cc12	-1%	-17%	6%
5	Cc1ccc(S(=O)(=O)N2CCN(C(=O)COC(=O)C3(C)CC3(Cl)Cl)CC2)c(C)c1 (configuration not stated)	-8%	u	u
6	CCCCCNC(=O)c1ccc2c(=O)n(CCCN3CCCC3=O)c(=S)[nH]c2c1	0%	u	10µM*
7	Cc1ccc(-c2csc(NC(=O)Cn3[nH]c(=O)c4ccccc4c3=O)n2)cc1	6%	-20%	u
8	CCCCCCC(CC(=O)NCc1cccnc1)CC(=O)NCc1cccnc1	-4%	12%	u
9	CC(C)OC(=O)c1cc2c(ccn2C)n1CC(=O)N(Cc1ccccc1)c1ccc(F)cc1	-7%	u	48%[activator]
10	Cc1ccc2c(C(=O)CN3CC(C)CC(C)C3)c(C)[nH]c2c1 (configuration not stated)	14µM*	x	u
11	CCCOC(=O)C1C2C=CC3(CN(c4ccc(Cl)c(F)c4)C(=O)C13)O2 (configuration not stated)	0%	0%	30%
12	Cc1nnc(SCC2=C(C(=O)O)N3C(=O)C(NC(=O)c4cccc(F)c4F)C3SC2)s1 (configuration not stated)	10µM*	4%	19%
13	CCOc1ccc(S(=O)(=O)N(C)CC(=O)NCc2ccccn2)cc1	5%	20%	-1%
14	OCc1ccc(OCCCOc2cccc3cccnc23)cc1	-7%	u	u
15	O=C(c1ccccc1)c1nccn1-c1ccc(Cl)nn1	5%	14%	-8%

#	Pf growth 48h	TbPYK inhibitor	LmPK inh
1	-9%	x	1%
2	-2%	1%	-1%
3	-4%	-5%	x
4	7%	-2%	10%
5	10µM*	-11%	x
6	5.9µM*	-1%	-9%
7	u	-3%	-3%
8	97%[activator]	1%	2%
9	u	-2%	5%
10	u	x	-5%
11	u	-3%	2%
12	-3%	-6%	0%
13	13%	0%	1%
14	1%	-3%	-4%
15	24%	-1%	4%

Part of the list above in order of count of non-hydrogen atoms, largest number first.
#	Structure	Sm TGR block	HCV inhibitor	Pf growth 96h
12	Cc1nnc(SCC2=C(C(=O)O)N3C(=O)C(NC(=O)c4cccc(F)c4F)C3SC2)s1 (configuration not stated)	10µM*	4%	19%
2	COc1ccc(Cl)cc1NC(=O)CN1CCC(n2nnc3cc(F)ccc32)CC1	3%	u	u
3	CC(C)(C)c1ccc2c(S(=O)(=O)O)c(C(C)(C)C)ccc2c1	x	x	u

#	Pf growth 48h	TbPYK inhibitor	LmPK inh
12	-3%	-6%	0%
2	-2%	1%	-1%
3	-4%	-5%	x

Results in sequence from above:
Pf growth 96h for entries 7–15: u, u, 48%[activator], u, 30%, 19%, -1%, u, -8%
LmPK inh for entries 7–15: -3%, 2%, 5%, -5%, 2%, 0%, 1%, -4%, 4%

Looked up above.
In LmPK inh, no. 8 has 2%
In TbPYK inhibitor, no. 2 has 1%
In Pf growth 48h, no. 3 has -4%
In LmPK inh, no. 11 has 2%
In Sm TGR block, no. 10 has 14µM*
In LmPK inh, no. 9 has 5%

(continued)
#	Structure	Sm TGR block	HCV inhibitor	Pf growth 96h
16	Cc1cccc(NC(=S)NNC(=O)c2cc3c(s2)CCC(C)C3)c1C (configuration not stated)	-7%	11%	u
17	COc1nc(OC)nc(Oc2ccc([N+](=O)[O-])cc2Cl)n1	3%	-2%	9%
18	O=C(NCCCN1CCOCC1)c1sc2cc(F)ccc2c1Cl	12%	-6%	57%[activator]
19	O=C(Oc1ccccc1)N1CCN(c2ccccc2F)CC1	-11%	14%	30%
20	COC(=O)c1[nH]c2ccc(C)cc2c1NC(=O)CN1CCN(c2ccc(F)cc2)CC1	-6%	u	u
21	CCn1c(SCC(=O)Nc2nc3ccccc3s2)nnc1-c1ccc(OC)cc1	0%	12%	x
22	CSCC(C)N1CCC(CO)(CCCc2ccccc2)CC1 (configuration not stated)	4%	-1%	u
23	Cc1ccccc1OCCC(=O)OCC(=O)NC1CCCC1	-4%	u	1%
24	COC(=O)c1c(NS(C)(=O)=O)sc2c1CCCC2	0%	-14%	x
25	CSCCC(Nc1nc2ccccc2s1)C(=O)O (configuration not stated)	8%	8%	x
26	CCN(CC(=O)NCc1cccs1)C(=O)c1cccc(S(=O)(=O)Nc2ccccc2Cl)c1	-4%	-4%	-27%
27	O=C(NCc1ccccc1)c1c[nH]c2ccc(S(=O)(=O)Nc3ccc4c(c3)OCCO4)cc2c1=O	-16%	-20%	15µM*
28	CCOC(=O)N1CCN(c2ccc(S(=O)(=O)N(Cc3ccccc3)Cc3ccccc3)cn2)CC1	2%	u	-29%
29	COc1ccc(-c2cc3c(=O)n(CC(=O)Nc4cccc(Cl)c4)ncn3n2)cc1	6%	8%	46%[activator]
30	O=C(COc1ccc(S(=O)(=O)N2CCCC2)cc1Cl)NCc1ccccn1	-9%	-11%	-56%

#	Pf growth 48h	TbPYK inhibitor	LmPK inh
16	4%	4%	-4%
17	1%	-6%	-5%
18	46%[activator]	-8%	-2%
19	-4%	2%	0%
20	u	-8%	-1%
21	13%	6%	-13%
22	u	2%	-1%
23	8%	-2%	x
24	20%	-27%	9%
25	4%	3%	-2%
26	u	0%	x
27	u	-10%	7%
28	13µM*	7%	0%
29	38%[activator]	5%	-17%
30	u	-10%	0%

Next part.
#	Structure	Sm TGR block	HCV inhibitor	Pf growth 96h
31	Cc1sc2nc(C3CC3)nc(N3CCN(C(=O)c4ccc(Cl)cc4)CC3)c2c1C	-10%	u	28%
32	CC(C)CC(=O)NC(c1ccccc1)c1c(O)ccc2ccccc12 (configuration not stated)	2%	9%	u
33	CC(C)n1cnc2c(NCc3ccccc3)nc(NCc3ccccc3)nc21	1%	-8%	9.3µM*
34	COc1ccc(S(=O)(=O)N2CCOCC2)c(C)c1C	62%[activator]	6%	4%
35	CCN1C(=O)CC(N2CCC(Cc3ccccc3)CC2)C1=O (configuration not stated)	u	13%	1%
36	COc1ccc(C(=O)N2CCNC(=O)C2CC(=O)Nc2ccc(C)c(C)c2)cc1 (configuration not stated)	-6%	18%	9.3µM*
37	C=C1CCC[C@]2(C)C[C@H]3OC(=O)C(CN[C@@H](C)c4ccccc4)[C@H]3CC12 (some centres not stated)	2%	u	u
38	COC(=O)c1c(NC(=O)COC(=O)CCc2ccc(S(=O)(=O)N3CCOCC3)cc2)sc2c1CCC2	5%	u	6%
39	Cc1c(C(=O)NCc2cccnc2)sc2nc(-c3ccccc3)cn12	-3%	2%	u
40	COc1ccccc1N1CCN(C2CCCN(C(=O)c3ccccn3)C2)CC1 (configuration not stated)	-13%	8%	u
41	O=C(c1c(Cl)cccc1Cl)N1CCN(c2ncccn2)CC1	0%	0%	5%
42	Cc1noc(C)c1S(=O)(=O)N(CC(=O)NCc1ccc(Cl)cc1)c1ccc2c(c1)OCO2	6%	-7%	-22%
43	CCC(C)c1ccc(NC(=O)N2CCOCC2)cc1 (configuration not stated)	-16%	15%	25%
44	Cc1ccccc1C(=O)NNC(=O)CCc1ccccc1	0%	8%	1%
45	Cc1ccc(S(=O)(=O)CC(CN2CCCCC2)N2CCCCC2)cc1 (configuration not stated)	x	16µM*	u

#	Pf growth 48h	TbPYK inhibitor	LmPK inh
31	u	-10%	7%
32	u	-1%	1%
33	9.3µM*	-6%	2%
34	-15%	-2%	3%
35	13%	-2%	5%
36	11%	-5%	-4%
37	u	1%	9%
38	35%[activator]	5%	4%
39	u	-11%	-14%
40	16%	-3%	3%
41	x	4%	3%
42	x	3%	5%
43	93%[activator]	-11%	-4%
44	-4%	7%	-4%
45	8.3µM*	2%	2%

Full records, looked up by structure. Screens in order: Sm TGR block	HCV inhibitor	Pf growth 96h	Pf growth 48h	TbPYK inhibitor	LmPK inh
O=C(c1c(Cl)cccc1Cl)N1CCN(c2ncccn2)CC1 across the screens: 0%	0%	5%	x	4%	3%
CC(C)n1cnc2c(NCc3ccccc3)nc(NCc3ccccc3)nc21 across the screens: 1%	-8%	9.3µM*	9.3µM*	-6%	2%
COC(=O)c1c(NC(=O)COC(=O)CCc2ccc(S(=O)(=O)N3CCOCC3)cc2)sc2c1CCC2 across the screens: 5%	u	6%	35%[activator]	5%	4%

Remaining list, next part
#	Structure	Sm TGR block	HCV inhibitor	Pf growth 96h
46	CN(C)c1cc[n+](CCC(=O)Nc2cccc([N+](=O)[O-])c2N)cc1	0%	u	3.3µM*
47	S=C(NCCN1CCOCC1)NC1CCCC1	-33%	18%	17%[5.75 µM]
48	O=C(NCc1ccco1)/C(=C\c1cccnc1)NC(=O)c1ccccc1F	1%	13%	56%[activator]
49	COc1ccc(CCNCc2c(-c3ccccc3)n(C)c3ccccc23)cc1	-1%	u	10µM*
50	Cc1ccc(SCc2[nH]nc3c2C(c2ccc(C)o2)C(C#N)=C(N)O3)cc1 (configuration not stated)	25µM*	18%	-2%
51	CCOC(=O)C1CCN(CC(C)(C)NS(=O)(=O)c2ccc(C)cc2)CC1	-5%	7%	-24%
52	Cc1ccc(C)c(N2CN(CCC3=CCCCC3)CNC2=S)c1	0%	2%	u
53	CCN1C[C@]2(OC(=O)c3ccccc3NC(C)=O)CCC(OC)C34C5C[C@H]6C(OC)[C@]5(O)[C@](O)(C[C@@H]6OC)C(C[C@@H]32)[C@H]14 (some centres not stated)	7%	1%	u
54	Cc1ccc(S(=O)(=O)N2CCOC23CCN(S(=O)(=O)c2c(C)cc(C)cc2C)CC3)cc1	-6%	u	4.7µM*
55	Cc1ccccc1-n1c(Cn2c(=O)sc3ccccc32)nnc1SCC(=O)N1CCOCC1	4%	8%	u
56	O=C(CN(C(=O)CNS(=O)(=O)c1ccccc1)c1ccc2c(c1)OCCO2)NC1CCCCC1	-17%	-8%	u
57	CC(OC(=O)c1ccc(Cl)c(S(=O)(=O)N2CCOCC2)c1)C(=O)Nc1ccc(S(N)(=O)=O)cc1 (configuration not stated)	1%	6%	-3%
58	Cc1ccccc1NC(=O)C(=O)Nc1ccccc1C	8%	12%	173%[activator]
59	COCCNC(=O)c1ccc2c(c1)ncn2-c1cccc(C)c1	-1%	-27%	u
60	C=C(C)C1CC=C(C)/C(=N/NC(=O)COc2ccc(Cl)cc2)C1 (configuration not stated)	-20%	4%	-14%
61	COc1ccc(NC(=S)NCCc2ccccc2)c(OC)c1	-4%	22µM*	x
62	COC(=O)c1cc(C#N)c(OC(C)C)nc1C	-1%	9%	u
63	CCOC(=O)C(Cc1ccccc1)NC(=O)CCc1c(C)nc2nc(C)nn2c1C (configuration not stated)	9%&0%	6%	7.4µM*

#	Pf growth 48h	TbPYK inhibitor	LmPK inh
46	u	3%	0%
47	7%	2%	-1%
48	30%	-13%	3%
49	12µM*	-4%	-1%
50	25%	1%	7%
51	14%	-10%	-7%
52	u	3%	3%
53	17%	-3%	2%
54	u	0%	x
55	x	-12%	10%
56	u	-9%	7%
57	u	2%	x
58	125%[activator]	-13%	-27%
59	34%[activator]	-9%	6%
60	3%	-10%	4%
61	-11%	-4%	3%
62	11%	-4%	3%
63	6%	3%&-7%	13%

Bioassay records deposited in PubChem by National Center for Advancing Translational Sciences (NCATS).
